Screening results as filed in PubChem.
H37Rv inhibition = M. tuberculosis growth inhibition, HTS (AID 449762). inhibition, % at 25 µM, or IC50 in µM where a hit was titrated. 330,000 compounds, 0.59% hits. M. tuberculosis H37Rv growth inhibition, 7H9 media; higher % means a stronger effect; in the data active = a potency from the dose series; inconclusive = inhibition above about 70% without an active follow-up result;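 note: bacterial growth assessed after seven days of incubation; strong numbers were not always called active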
H1N1 NS1A inhibition = H1N1 influenza NS1A inhibitors, functional cell based assay (AID 504329) | NS1A functional cell-based assay, percent inhibition; higher % means a stronger effect | one-dose inhibition, % at 12.5 µM; IC50 in µM for titrated hits | 340,000 compounds, 0.3% hits; in the data active = a potency from the dose series; inconclusive = inhibition above about 27% without an active follow-up result; note: strong numbers were not always called active
M. tuberculosis = growth inhibition of non-replicating M. tuberculosis (AID 488890); inhibition, % at 25 µM; hits with a dose series show IC50 in µM; 320,000 compounds, 0.39% hits; Mycobacterium tuberculosis non-replicating, growth inhibition; higher % means a stronger effect; in the data active = a potency from the dose series; inconclusive = inhibition mostly from about 82% at the one dose, without a potency; inactive = the rest, 99 in 100 with inhibition below about 76%;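 note: plate controls were DMSO cells for no effect and high antibiotic wells for full effect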
Salmonella PhoP GFP = Inhibition of PhoP regulon, Salmonella typhi GFP reporter cells, confirmation, 4 h (AID 1850) | Salmonella Typhi PhoP-promoter GFP reporter, fluorescence, 4 h; higher % means a stronger effect | 310,000 compounds, 0.33% hits | one-dose inhibition, % at 50 µM; IC50 in µM for titrated hits; in the data active = a potency from the dose series; inconclusive = inhibition mostly from about 25% at the one dose, without a potency; inactive = the rest, 99 in 100 with inhibition below about 19%;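 note: 0% = induced wells with vehicle and 100% = uninduced wells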
VEEV TC-83 Vero = inhibitors of VEEV TC-83 cytopathic effect, confirmation, Vero cells (AID 588727) | one-dose inhibition, % at 20 µM; IC50 in µM for titrated hits | 350,000 compounds, 0.13% hits | Vero cells, VEEV TC-83 cytopathic effect inhibition; higher % means a stronger effect; in the data active = a potency from the dose series; inconclusive = inhibition mostly from about 14% at the one dose, without a potency; inactive = the rest, 99 in 100 with inhibition below about 12%; note: strong numbers were not always called active
VEEV TC-83 Vero 10K pilot screen = also measured in VEEV TC-83 Vero; calls as there; inhibition, %; measured here: 10K pilot screen inhibition
* hit, by the source's call; i = inactive; u = inconclusive; x = no result given.

SMILES	H37Rv inhibition	H1N1 NS1A inhibition	M. tuberculosis	Salmonella PhoP GFP	VEEV TC-83 Vero	others
O=S(=O)(CCN1CCN(c2ccccn2)CC1)c1ccc(F)cc1	1%	-5%	3%	4%	i
O=C(C1=C[C@H](c2ccc(C(F)(F)F)cc2)C[C@H](OCCCCO)O1)N1CCOCC1	2%	6%	-3%	0%	0.2%
COc1ccc(CNC(=O)COC(=O)c2n[nH]c3ccccc23)cc1	9%	-1%	14%	-1%	1.8%
Fc1ccc(N2Cc3ccsc3C=N2)cc1	-6%	-6%	1%	2%	3.6%
COc1ccc(C(=O)CCN2CCN(c3ccc(OC)cc3)CC2)cc1	u	15%	u	12%	i
NC(=O)C1CCN(C(=O)CSc2nc3c(c(-c4ccccc4)n2)CCCC3)CC1	-3%	-4%	4%	-7%	i
Oc1ccc(Cl)cc1N=Cc1sc2ccccc2c1Cl	u	8%	u	-5%	1.2%
O=C(CSc1nnc2ccc(-c3ccncc3)nn12)c1cccs1	5%	-1%	-5%	-9%	1.3%
CCOc1cnc(C(=O)NNC(=O)C(Br)C(C)C)o1 (stereo unspecified)	1%	-7%	0%	9%	0.2%
COc1ccc(-c2noc3c2-c2nc(C(C)C)sc2CC3)cc1	7%	8%	9%	11%	2.1%
NC(=S)Nc1cccc2[nH]ncc12	-8%	-7%	13%	10%	1.0%
Cc1cc(SCC(=O)Nc2ccc(O)cc2)n2ncc(-c3ccccc3)c2n1	8%	-3%	-25%	5%	i
C=CCN(Cc1nc(-c2ccc(OC)c(OC)c2)oc1C)C1CCS(=O)(=O)C1 (stereo unspecified)	-9%	-3%	1%	-1%	0.6%
[O-]/C(=C(\C(=S)Nc1ccc(SC(F)F)cc1)[n+]1ccccc1)c1cc(Cl)ccc1Cl	8%	8%	28%	-2%	7.3%
O=C(COc1cccc(NC(=O)c2ccccc2)c1)c1ccc(F)cc1	3%	2%	8%	-6%	0.2%
Cc1ccc(NC(=S)NCCc2ccc(S(N)(=O)=O)cc2)c(C)c1	-4%	7%	22%	4%	0.8%
CN(Cc1cccs1)S(=O)(=O)c1cccs1	-13%	-8%	-3%	4%	i
CC(=O)n1cc([C@H]2C=C(C(=O)N3CCOCC3)O[C@@H](OCc3ccc(CO)cc3)C2)c2ccccc21	-7%	8%	20%	4%	5.4%
Cc1ccc(CN2C(=O)CCC2(C)C(=O)NCc2cccnc2)cc1 (stereo unspecified)	-1%	7%	5%	-8%	2.4%
COc1ccc(-c2cc(-c3ccccc3)c(C#N)c(=S)[nH]2)cc1	-17%	-3%	6%	8%	5.2%
CC(=O)C(Sc1nnnn1-c1ccc(O)cc1)c1ccccc1 (stereo unspecified)	18%	-13%	25%	-5%	1.2%
CC(C)=CCc1cc([C@@H]2COc3c(ccc4c3C=CC(C)(C)O4)C2)c(O)cc1O	-1%	3%	0%	-5%	i
O=C(Nc1ccc(C(=O)NCCCN2CCN(c3ccc(F)cc3)CC2)cc1)C1=CSCCO1	10%	8%	u	-2%	0.6%
Cc1cc(C(=O)CSc2n[nH]c(N)n2)c(C)n1-c1ccc2c(c1)OCO2	11%	4%	3%	-1%	6.6%
COc1ccc(CNC(=O)c2c(F)c(F)c(F)c(F)c2F)cc1	2%	-6%	50%	7%	1.2%
CCN(C(=O)Cn1nc(C)n2c(cc3cc(C)ccc32)c1=O)c1ccccc1	1%	-4%	25%	-3%	3.5%
COCC(C)OC(=O)/C(C#N)=C\c1coc2ccc(C)cc2c1=O (stereo unspecified)	-6%	0%	22%	-13%	2.0%
O=C(Nc1cc(C(F)(F)F)ccc1Cl)C(NCc1ccccc1)c1ccccc1 (stereo unspecified)	8%	-9%	-1%	-13%	0.1%
COc1cc2c(C#CCCO)c(-c3ccsc3)oc(=O)c2cc1OC	61%	-4%	49%	x	7.8%
COc1ccccc1CNC(=O)COC(=O)c1ccc(Cl)nc1	-2%	0%	54%	x	0.1%
CC(=O)c1ccc(C(=O)NC2CCCN(Cc3ccccc3F)C2)cc1 (stereo unspecified)	-8%	1%	9%	5%	0.2%
O=C(O)c1ccc(OCc2occc2C(=O)O)cc1	-3%	-1%	-9%	-15%	0.4%	VEEV TC-83 Vero 10K pilot screen=0.4
COc1cccc(C(=O)NC2CC3CCCC(C2)N3S(=O)(=O)c2ccccc2)c1 (stereo unspecified)	5%	-10%	17%	8%	7.8%
Cc1ccccc1Nc1nn2c(=O)c3ccccc3nc2s1	5%	3%	-1%	-6%	3.9%
CN(C)C(=O)c1nc2ccc(Cl)cn2c1CN1CCN(c2ncccn2)CC1	0%	9%	3%	-4%	0.2%
COC(=O)C1=CN(Cc2cccs2)C=C(C(=O)OC)C1c1cccc(OC)c1OC	10%	-1%	8%	-8%	0.1%
N#Cc1cnn2cc(-c3ncc(C(F)(F)F)cc3Cl)cnc12	-3%	-1%	26%	-7%	2.2%
C=CCn1c(SCC(=O)NCC(=O)OCC)nnc1-c1ccccn1	-1%	0%	-5%	1%	0.4%
COc1cccc(/C=C2/SC(=S)N(CCC(=O)N3CCOCC3)C2=O)c1	0%	-2%	47%	6%	30%
O=C(COc1ccc(Cl)cc1)N1CCN(c2ncccn2)CC1	-1%	-1%	19%	-9%	1.0%

Arranged by molecular weight (rising): part of the list above.
SMILES	H37Rv inhibition	H1N1 NS1A inhibition	M. tuberculosis	Salmonella PhoP GFP	VEEV TC-83 Vero	others
O=C(O)c1ccc(OCc2occc2C(=O)O)cc1	-3%	-1%	-9%	-15%	0.4%	VEEV TC-83 Vero 10K pilot screen=0.4
CCN(C(=O)Cn1nc(C)n2c(cc3cc(C)ccc32)c1=O)c1ccccc1	1%	-4%	25%	-3%	3.5%
COc1cccc(/C=C2/SC(=S)N(CCC(=O)N3CCOCC3)C2=O)c1	0%	-2%	47%	6%	30%

Next section
SMILES	H37Rv inhibition	H1N1 NS1A inhibition	M. tuberculosis	Salmonella PhoP GFP	VEEV TC-83 Vero	others
Cc1ccc(-c2nc3cc(N)ccc3o2)c(C)c1	21%	16%	26%	-5%	2.5%
O=C(CCc1nnc2ccc(NCc3ccc(Cl)cc3)nn12)NC1CCCCC1	7%	3%	12%	-3%	1.3%
Cc1c(C(=O)NCCc2ccccc2)oc2ccc(S(=O)(=O)N3CCC4(CC3)OCCO4)cc12	6%	17%	4%	2%	7.1%
CCN1CCN(c2ccc(NC(=O)C(C)C)cc2Cl)CC1	-1%	8%	4%	0%	0.5%
CCOC(=O)N1CCN(c2c(Nc3cc(C)[nH]n3)c(=O)c2=O)CC1	5%	-17%	x	3%	i
COc1ccc(/C=N/NC(=O)c2ccc(N(C)S(=O)(=O)c3ccccc3)cc2)cc1OC	3%	-5%	32%	1%	2.9%
Cc1ccc(OCC(=O)Nc2ccc(S(=O)(=O)N3CCCCC3)cc2)c([N+](=O)[O-])n1	4%	-1%	3%	-12%	1.1%
Cc1cc(C)n(-c2ccc(C(=O)OCC(=O)NCc3ccco3)cc2)n1	10%	7%	53%	19%	2.4%
COc1ccc(Cl)cc1C(=O)NC(C)C	7%	-9%	2%	-7%	0.1%	VEEV TC-83 Vero 10K pilot screen=0.4
Cc1ccc(C(=O)Nc2nnc(-c3ccc(C(C)(C)C)cc3)s2)cc1	-3%	0%	-18%	4%	0.8%
O=C(Nc1ccc(F)cc1F)c1ccc(S(=O)(=O)N2CCCCC2)cc1	2%	-13%	1%	-11%	1.2%
Cc1cc(NC(=O)CSc2nnc(C)o2)no1	1%	-1%	-4%	-11%	3.1%
CCOC(=O)c1cccc(NC(=O)Cn2cnc3c2c(=O)n(C)c(=O)n3C)c1	-6%	-3%	3%	-8%	2.7%
Clc1cccc(Cl)c1NC1=NCCN1	3%	x	-9%	8%	x
COc1ccc(-c2sc3ccc(OC)cc3c2-c2ccc(OC)nc2)cc1	3%	-5%	13%	x	3.1%
Cc1ccc(NC2=C(C(=O)c3ccccc3)N(C)S(=O)(=O)c3ccccc32)cc1	9%	6%	32%	3%	4.6%
CC(C)c1cc(O)c(-c2ccccc2)c(=O)n1-c1ccc(Cl)cc1	3%	3%	-7%	-4%	i
COc1ccc(-c2ncn(CCC#N)c2[N+](=O)[O-])cc1	3%	-9%	79%	-5%	i
COc1ccc2nc(NC(=O)C3CCN(C(=O)c4ccco4)CC3)sc2c1	3%	-6%	40%	-25%	0.3%
Cn1c(C(=O)NC2CCCCC2)cc2c(=O)n3ccccc3nc21	7%	-4%	-12%	-11%	5.8%
Cc1cc(N)n(-c2ccc([N+](=O)[O-])cc2)n1	5%	5%	-1%	2%	i
O=C(O)CCCc1ccc(N(CCCl)CCCl)cc1	-4%	-10%	-7%	-3%	0.1%
C[C@H](CO)N1C[C@H](C)[C@@H](CN(C)Cc2ccc3c(c2)OCO3)Oc2ccc(NS(C)(=O)=O)cc2C1=O	1%	1%	0%	x	0.1%
Cc1cccc(OCCSc2ncnc3nc[nH]c23)c1	-2%	3%	12%	-13%	3.5%
CCCNCCC(c1ccco1)c1ccccc1OC (stereo unspecified)	-4%	2%	31%	-3%	2.9%
Cc1cc(C(F)(F)F)nc(SCCN2CCOCC2)c1C#N	4%	-5%	-5%	5%	0.5%
CCN(C(=O)CSc1nnc(-c2cccs2)n1N)c1c(N)n(Cc2ccccc2)c(=O)[nH]c1=O	-3%	6%	4%	-7%	0.4%
C=CCNC(=O)CN1CCN(C(c2ccccc2)c2ccccc2)CC1	-5%	-3%	3%	-1%	0.1%
Cc1cc(C)cc(NC(=O)C2CCN(c3cnccn3)CC2)c1	0%	0%	19%	6%	0.5%
CS(=O)(=O)N(CC(=O)Nc1ccccc1F)C1CCCCC1	3%	-7%	-12%	4%	1.1%
CCn1c(=O)c([N+](=O)[O-])c(NCCc2ccc(OC)c(OC)c2)c2ccccc21	-5%	5%	37%	3%	8.6%
CCNC(=S)NNC(=O)c1cc(C)nc2ccccc12	0%	-8%	-17%	-20%	1.1%	VEEV TC-83 Vero 10K pilot screen=0.6
CC1CC(C)CN(CCCNC(=O)Cn2ncn3cccc3c2=O)C1 (stereo unspecified)	-9%	0%	-9%	-4%	0.7%
Cc1nc(N2CCN(S(=O)(=O)c3ccccc3)CC2)c2c3c(sc2n1)CC(C)CC3 (stereo unspecified)	x	4%	x	x	3.1%
O=C(CO/N=C\c1ccccc1)Nc1ccccc1C(=O)N1CCOCC1	5%	3%	-26%	-1%	i
Cc1cccc(NC2=NC(=S)N(c3cccc(C(=O)O)c3)C23CCCCC3)c1	10%	2%	15%	-2%	0.1%
COc1cc(=O)n(C)c2c(OCC(O)C(C)(C)O)cccc12 (stereo unspecified)	2%	2%	5%	-2%	0.8%
CN1CCN(NC(=O)c2ccc(Cl)s2)CC1	-1%	3%	-5%	9%	5.4%
CC(C)Cc1nnc(NC(=O)c2cccc(S(=O)(=O)N3CCOCC3)c2)s1	-1%	-7%	23%	x	0.0%
O=C(COc1cccc(Cl)c1)Nc1ccc2c(c1)CCC2	u	-3%	u	12%	1.8%
O=C(Nc1ccc2c(c1)OCO2)c1ccc(Br)s1	65%	7%	u	-3%	i

Of the compounds above, these contain a thiophene ring, fused or not:
SMILES	H37Rv inhibition	H1N1 NS1A inhibition	M. tuberculosis	Salmonella PhoP GFP	VEEV TC-83 Vero	others
Fc1ccc(N2Cc3ccsc3C=N2)cc1	-6%	-6%	1%	2%	3.6%
Oc1ccc(Cl)cc1N=Cc1sc2ccccc2c1Cl	u	8%	u	-5%	1.2%
O=C(CSc1nnc2ccc(-c3ccncc3)nn12)c1cccs1	5%	-1%	-5%	-9%	1.3%
CN(Cc1cccs1)S(=O)(=O)c1cccs1	-13%	-8%	-3%	4%	i
COc1cc2c(C#CCCO)c(-c3ccsc3)oc(=O)c2cc1OC	61%	-4%	49%	x	7.8%
COC(=O)C1=CN(Cc2cccs2)C=C(C(=O)OC)C1c1cccc(OC)c1OC	10%	-1%	8%	-8%	0.1%
COc1ccc(-c2sc3ccc(OC)cc3c2-c2ccc(OC)nc2)cc1	3%	-5%	13%	x	3.1%
CCN(C(=O)CSc1nnc(-c2cccs2)n1N)c1c(N)n(Cc2ccccc2)c(=O)[nH]c1=O	-3%	6%	4%	-7%	0.4%
Cc1nc(N2CCN(S(=O)(=O)c3ccccc3)CC2)c2c3c(sc2n1)CC(C)CC3 (stereo unspecified)	x	4%	x	x	3.1%
CN1CCN(NC(=O)c2ccc(Cl)s2)CC1	-1%	3%	-5%	9%	5.4%
O=C(Nc1ccc2c(c1)OCO2)c1ccc(Br)s1	65%	7%	u	-3%	i

Compounds were not picked by outcome, and some 1.6% of all compounds hit somewhere here.
